Screening results: PubChem, several laboratories
HTRA1 inh: blocks human HTRA1 serine peptidase; recombinant HTRA1, FP-rhodamine activity-based probe, fluorescence polarization; inhibition, % at 5.96 µM; Q92743; 0.5% of 340,000 active; AID 504803; in the data active means inhibition above about 36%;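 further: 0% = enzyme with DMSO and 100% = wells lacking enzyme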
Target sequence (Q92743 whole entry, looked up): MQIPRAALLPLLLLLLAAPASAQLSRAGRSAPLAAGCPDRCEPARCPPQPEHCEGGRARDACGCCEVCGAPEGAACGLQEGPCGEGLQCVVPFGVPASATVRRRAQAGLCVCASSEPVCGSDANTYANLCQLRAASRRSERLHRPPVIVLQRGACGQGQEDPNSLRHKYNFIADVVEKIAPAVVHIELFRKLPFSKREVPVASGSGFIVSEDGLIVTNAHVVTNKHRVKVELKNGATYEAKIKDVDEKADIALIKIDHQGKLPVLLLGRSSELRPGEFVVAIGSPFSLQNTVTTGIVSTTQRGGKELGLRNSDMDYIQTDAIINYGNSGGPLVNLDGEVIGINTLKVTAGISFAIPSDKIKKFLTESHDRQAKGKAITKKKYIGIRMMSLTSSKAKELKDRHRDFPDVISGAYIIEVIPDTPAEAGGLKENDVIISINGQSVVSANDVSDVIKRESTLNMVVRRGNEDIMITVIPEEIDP
NR1D1 modulator: Rev-erb alpha (human) modulation | P20393 | 0.79% of 370,000 active | Rev-erbα–FITC-DNA binding, fluorescence polarization, 90 min | activity, % at 10 µM;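 active means activity above about 14%, limit read from the data; passing the limit was not always enough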;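 further: 0% = DMSO wells with 35 nM protein and 100% = DMSO wells with 750 nM protein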
UHRF1 binding: blocks human UHRF1 binding to methylated DNA | Q96T88 | UHRF1 binding to methylated oligo, TR-FRET | inhibition, % at 4.4 µM | 0.75% of 370,000 active; in the data active means inhibition above about 21%;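 further: UHRF1 SRA domain binding a hemimethylated CpG hairpin DNA probe; 0% = median of test compound wells and 100% = reference inhibitor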
LEDGF integ inh: blocks HIV-1 LEDGF/p75-dependent DNA integration. 0.64% of 370,000 active. inhibition, % at 3.7 µM. AID 743269. TR-FRET IN-LEDGF/p75 DNA integration, Eu/Cy5;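 active means inhibition above the screen-wide mean plus 3 SD, cut at about 13% in these data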;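 further: signal is the Cy5 over europium emission ratio at 671 and 618 nm; 0% = plate median of compound wells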
mABHD4 FP: inhibits mouse alpha/beta hydrolase domain 4. AID 720543. 0.54% of 370,000 active. Q8VD66. inhibition, % at 8.92 µM. purified mABHD4, FP-Rh probe fluorescence polarization;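 active means inhibition exceeding the mean over every tested compound plus 3 SD, cut at about 30% in these data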;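 further: 0% = plate median of compound wells and 100% = S159A mutant with DMSO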
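Material: mouse ABHD4 enzyme, wild type; Benchmarks: S159A mutant high control, sample median low control; Buffer or medium: HEPES pH 7.0, NaCl, Pluronic buffer; Signal: fluorescence polarization; Read-out: percent inhibition of probe binding, normalized to plate controls; Timing: pre-incubation 45 min, probe exposure 60 min, at 25 °C; Dosing: 8.92 µM, single dose.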
PRMT1 FP inh: PRMT1 (human) inhibition, primary screen; recombinant PRMT1, activity-based probe fluorescence polarization; inhibition, % at 2.79 µM; 1.3% of 370,000 active; AID 652257;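 active means inhibition above about 21% made by adding two undisclosed values, limit read from the data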
Target sequence (Q99873 whole entry, looked up): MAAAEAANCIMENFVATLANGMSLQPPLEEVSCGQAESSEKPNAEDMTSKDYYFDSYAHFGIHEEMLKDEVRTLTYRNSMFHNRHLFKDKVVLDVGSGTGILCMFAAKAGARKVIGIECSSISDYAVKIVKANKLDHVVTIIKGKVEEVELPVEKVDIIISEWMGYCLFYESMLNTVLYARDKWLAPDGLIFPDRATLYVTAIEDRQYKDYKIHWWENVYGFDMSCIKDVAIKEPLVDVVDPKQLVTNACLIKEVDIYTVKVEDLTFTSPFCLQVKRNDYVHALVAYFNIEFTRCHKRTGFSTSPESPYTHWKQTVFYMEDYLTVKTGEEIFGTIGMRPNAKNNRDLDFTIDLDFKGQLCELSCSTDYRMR
TCR-CD3 inh: inhibitors of human TCR-CD3 interaction | TAMRA-labeled TCR probe fluorescence, biochemical | 0.37% of 360,000 active | AID 651800 | inhibition, % at 9.4 µM; in the data active means inhibition above about 19%;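 further: recombinant mutant TCR 2C K166C tagged with TAMRA read by polarization; 0% = receptor in buffer alone and 100% = receptor with positive control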
rCAG binder: molecules binding r(CAG) RNA repeats; inhibition, % at 3 µM; 1.3% of 370,000 active; r(CAG) RNA repeat, TO-PRO-1 dye displacement fluorescence; AID 651821;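 active means inhibition above the plate cutoff, the mean of all test compounds on that plate plus 3 SD, cut at about 35% in these data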;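 further: 0% = DMSO alone and 100% = 100 µM mitoxantrone as full dye displacement; higher means more dye released from RNA so lower well fluorescence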
PG9 Ab binder: small molecules binding HIV-1 gp120 antibody PG9; AID 624416; 0.43% of 360,000 active; TR-FRET gp120-PG9 antibody binding; inhibition, % at 6.7 µM; in the data active means inhibition above about 8.5%
MBD2 inh: MBD2-methylated oligo binding inhibition | Q9UBB5 | TR-FRET, MBD2 binding to methylated oligonucleotide | inhibition, % at 4.4 µM | 0.31% of 370,000 active | AID 686964; in the data active means inhibition above about 13%
An asterisk follows results filed as active; · = no result given.

SMILES	HTRA1 inh	NR1D1 modulator	UHRF1 binding	LEDGF integ inh	mABHD4 FP	PRMT1 FP inh	TCR-CD3 inh	rCAG binder	PG9 Ab binder	MBD2 inh
O=C1OCCN1C(=O)[C@H]1[C@H](c2ccc([N+](=O)[O-])cc2)C(c2ccc(F)cc2)=NN1c1ccccc1	-11	-3	-1	-1	-2	6	0	13	-0.1	2
O=c1cc2c(c(-c3ccccc3)n1Cc1ccccc1)[C@H](CCO)NC2	6	-7	-1	1	-2	-2	7	9	-0.9	-3
O=C(CCSCCc1ccccn1)Nc1c(F)cc(F)cc1Br	9	1	0	0	9	1	-6	-1	2.2	0
Cn1nc(C(=O)NCc2ccccn2)c2ccccc2c1=O	0	-3	-1	0	2	1	-4	-1	0.5	1
Cc1cc2cc(CN3C(=O)c4ccccc4C3=O)ccc2n1C	34	10	1	1	2	1	-3	5	31*	0
COc1cccc(NC(=O)c2cc(C(=O)Nc3cccc(OC)c3)n(C)n2)c1	-29	1	-2	-3	-21	1	-6	3	1.6	2
COc1cc2c(C#N)c(N3CCN(c4ccccc4OC)CC3)nc(N)c2c(N)n1	6	1	-8	-1	9	4	-1	11	0.3	-6
O=C(Cc1nn[nH]n1)NCc1ccccc1Cl	8	-2	-3	-3	5	-1	0	5	-1.9	-5
CN1CCN(c2ccc(CNS(=O)(=O)c3ccsc3)cc2)CC1	·	6	-1	0	6	3	-4	-3	-0.6	2
COc1ccc(/C=N/NC(=O)CN2CCSCC2)cc1C	2	0	-2	0	7	1	8	0	-3.2	0
CC(C)c1ccccc1NC(=O)COC(=O)c1c2c(nc3ccccc13)CCN(Cc1ccccc1)C2	-48	1	11	0	-23	1	2	-1	1.2	-1
Cc1ccc(S(=O)(=O)c2c(C)cc(C)nc2N2CCCC2)cc1	-11	2	0	3	-3	-9	0	-9	-1.4	-6
CC(C)n1c(CN2CCN(C)CC2)nc2c1c(=O)n(C)c(=O)n2C	0	8	1	-1	5	0	2	-3	-2.0	-4
O=C(c1ccc2c(c1)OCO2)c1ccc[nH]1	-5	0	1	-4	7	1	-3	1	0.4	3
CCOC(=O)C(=CNc1cscc1S(=O)(=O)C(C)C)C(=O)OCC	-7	-2	-1	3	-1	1	1	-2	-0.5	4
COc1ccc(S(=O)(=O)Nc2cccc3c2O[C@H](CN(C)C)[C@@H](C)CN([C@H](C)CO)C3=O)cc1	5	-5	-4	-3	6	0	1	-1	-1.0	0
COC(=O)c1c(-c2ccc(C)cc2)csc1NC(=O)Cc1ccc(OC)c(OC)c1	-37	10	3	-4	-10	5	-3	9	-0.5	0
CSc1nc(O)c(Nc2ccccc2)c(=O)[nH]1	2	2	-1	0	3	2	0	2	-4.9	-2
CC(=O)N(c1ccccc1C)S(=O)(=O)c1ccc(Cl)cc1	-3	-3	0	5	-6	-3	4	-3	-1.4	-1
CCOc1ccccc1C(=O)NCC(=O)NCCCSc1ccccc1	-1	-2	0	0	0	-2	7	-7	-2.0	-2

3 entries from above, with each value named.
smiles: COC(=O)c1c(-c2ccc(C)cc2)csc1NC(=O)Cc1ccc(OC)c(OC)c1
  HTRA1 inh = -37
  NR1D1 modulator = 10
  UHRF1 binding = 3
  LEDGF integ inh = -4
  mABHD4 FP = -10
  PRMT1 FP inh = 5
  TCR-CD3 inh = -3
  rCAG binder = 9
  PG9 Ab binder = -0.5
  MBD2 inh = 0
smiles: CSc1nc(O)c(Nc2ccccc2)c(=O)[nH]1
  HTRA1 inh = 2
  NR1D1 modulator = 2
  UHRF1 binding = -1
  LEDGF integ inh = 0
  mABHD4 FP = 3
  PRMT1 FP inh = 2
  TCR-CD3 inh = 0
  rCAG binder = 2
  PG9 Ab binder = -4.9
  MBD2 inh = -2
smiles: CC(=O)N(c1ccccc1C)S(=O)(=O)c1ccc(Cl)cc1
  HTRA1 inh = -3
  NR1D1 modulator = -3
  UHRF1 binding = 0
  LEDGF integ inh = 5
  mABHD4 FP = -6
  PRMT1 FP inh = -3
  TCR-CD3 inh = 4
  rCAG binder = -3
  PG9 Ab binder = -1.4
  MBD2 inh = -1

More compounds follow:
SMILES	HTRA1 inh	NR1D1 modulator	UHRF1 binding	LEDGF integ inh	mABHD4 FP	PRMT1 FP inh	TCR-CD3 inh	rCAG binder	PG9 Ab binder	MBD2 inh
COc1ccc(CN2C[C@]3(C=C4CCCCC4n4c(=O)n(-c5ccccc5)c(=O)n43)N(C(=O)OCc3ccccc3)C2=NC(=O)c2ccccc2)c(OC)c1 (stereo partly specified)	·	-4	0	4	-1	-2	·	12	·	-3
C/C(=N\NS(=O)(=O)c1ccc(Br)cc1)c1ccc(-n2ccnc2)cc1	6	-5	1	0	-1	2	5	6	-2.5	0
CS(=O)(=O)c1ccc2nc(NC(=O)C3CCCO3)sc2c1 (stereo unspecified)	0	-3	-1	3	1	3	9	4	-1.0	-3
O=C(Nc1nnc(Cc2ccc([N+](=O)[O-])cc2)s1)Nc1ccccc1F	-7	0	7	-3	4	1	-4	10	-0.8	1
O=c1nc(Nc2ccc(Br)cc2)sc2ccc([N+](=O)[O-])cc12	2	-5	12	6	-5	-2	-9	11	-3.7	-3
O=C(CSc1nc2ccccc2[nH]1)N1CCN(c2ccccc2)CC1	7	7	0	2	-5	0	-5	-4	3.4	-8
CCC(C)(C)NC(=O)Cc1ccc(OC)c(OC)c1	3	-3	0	-1	2	0	1	6	-3.0	0
COc1ccc(CCNC(=O)CCS(=O)(=O)c2ccc(Br)cc2)cc1OC	9	3	-1	0	2	0	0	-3	-1.2	-2
COc1ccc(-c2c(C)n([O-])c3c([n+]2=O)CCCCC3)cc1	-4	-4	-2	-1	2	-1	-1	-1	0.0	5
CC(C)OC(=O)c1cc(Cl)c(=O)n(Cc2ccc(Cl)cc2Cl)c1	-17	-1	-1	1	-11	0	7	-8	-0.6	2
COc1ccc(Nc2nnc(SC(C)C(=O)NC3CC3)s2)cc1 (stereo unspecified)	2	-7	2	-1	3	-1	3	5	-1.2	-4
CCOC(=O)C1CCCN(S(=O)(=O)c2cc3c4c(c2)CCN4C(=O)CC3)C1 (stereo unspecified)	-7	-7	1	-8	-5	3	3	-2	-1.9	-2
Cc1cccc(NC(=O)C(C)SCc2ccccc2)c1 (stereo unspecified)	-14	0	0	-1	-4	1	9	-1	-0.7	-4
COc1ccc(NC(=O)c2ccco2)c2ccccc12	1	5	0	-2	8	6	-15	-1	-1.2	3
COc1ccc(-c2cc(C(=O)Nc3ccc(S(=O)(=O)Nc4onc(C)c4C)cc3)c3ccccc3n2)cc1OC	-24	10	-3	3	-6	0	4	13	-0.3	1
COc1cc(NC(=O)NCc2ccncc2)cc(OC)c1OC	1	-3	2	-1	0	2	-2	-2	-0.8	0
Cc1cc(C)cc(N(CC(=O)NCC2CCCO2)C(=O)CCC(=O)Nc2cc(C)on2)c1 (stereo unspecified)	-4	-3	-1	-2	-1	-5	4	-7	0.9	-2
COc1cccc(N2CCN(C(=O)c3cc4ccc(OC)cc4[nH]3)CC2)c1	0	6	1	-7	6	2	0	6	-0.7	-4
Cc1ccc(C)c(N2CCN(c3ccc4cc(S(=O)(=O)N5CCCCC5)ccc4n3)CC2)c1	2	12	19	0	8	5	1	1	0.6	2
O=C(Nc1ccccc1F)c1ccc(C(=O)c2ccccc2)cc1	-8	-5	-1	4	-13	-3	11	-5	0.4	-7
O=C(/C(=C/O)N=Nc1ccc(Cl)cc1)c1ccncc1	2	-8	-5	3	-4	-1	6	6	-1.0	-6
O=C(NC(=S)Nc1ccc(CN2CCOCC2)cc1)c1ccc([N+](=O)[O-])cc1	-2	-1	-2	1	6	4	6	-3	-1.6	-3
Cc1ccc(C(O)c2ncc(-c3ccc(Cl)cc3)[nH]2)cc1F (stereo unspecified)	·	-6	-2	1	-5	0	0	5	1.2	-3
O=C(O)CCNS(=O)(=O)c1ccc2c(c1)Cc1ccccc1-2	0	2	2	-2	-2	-2	-2	5	-2.1	0
CC(C)(C)NC(=O)CSc1nc(O)cc(=O)n1-c1ccccc1	-1	-1	0	1	-2	4	5	10	0.7	5
CC(C)(C)NC(=O)C(C1CC1)n1c(=O)c(-c2ccccc2)nc2ccccc21 (stereo unspecified)	·	-20	0	-2	3	5	-7	-1	0.6	4
COc1ccc(-n2c(COc3ccc(Cl)cc3Cl)n[nH]c2=S)cc1	0	11	3	-2	0	27*	-6	21	4.1	7
O=C(Nc1cccc(S(=O)(=O)N2CCOCC2)c1)c1ccc2c(=O)n3c(nc2c1)CCCCC3	-8	7	3	-2	-1	5	-5	8	-0.7	0
COC(=O)c1c(C(=O)OC)c2ccccn2c1C(=O)c1ccccc1	4	-3	-1	-1	-4	0	-5	-4	-0.5	3
Cc1cnc(C(=O)OCC(=O)Nc2sc3c(c2C#N)CCC3)cn1	1	-11	-3	5	1	1	5	7	0.0	-3
CC(C)C(NC(=O)OCc1ccccc1)C(=O)OCC(=O)NC1CC1 (stereo unspecified)	-4	-9	-1	6	-6	-3	-2	-5	0.7	4
O=c1c2ccccc2oc2cc(-c3ccc4cc[nH]c4c3)ccc12	-6	-5	-1	2	2	-1	3	7	0.8	-4
CCN(CC(=O)Nc1ccc(NC(C)=O)cc1)C(=O)c1ccc(COc2ccccc2)o1	3	-2	-2	7	0	-4	0	-1	-3.6	-6
CCOc1cc(/C=C/c2cc(C(F)(F)F)[nH]c(=O)n2)ccc1O	-3	-2	-14	5	-2	1	4	5	-8.6	-7
CC(=O)Nc1ccc(C(=O)CSc2nnc3scc(-c4ccccc4)n23)cc1	1	4	-2	2	-2	-4	0	-1	-14	-6
O=C(O)COc1ccc(F)cc1Br	11	-3	4	1	1	0	-1	-2	2.1	2
COc1ccc(CCNC(=O)CSc2nccc(=O)[nH]2)cc1OC	1	-5	-2	-3	7	0	0	5	-1.8	-1
Cc1ccc(-n2nnnc2SCC(=O)NCC2(N3CCOCC3)CCCCC2)c(C)c1	-8	-1	2	5	-3	-2	-10	-3	-2.9	-3
COCCNC(=S)N1CCN(c2nc(-c3ccccc3)cs2)CC1	9	-33	1	-4	-1	-2	-13	-6	-0.8	6
COc1ccc(-c2[nH]ncc2/C=N\NC(=O)c2ccc(C(C)(C)C)cc2)cc1OC	-32	0	-2	-1	-22	-1	-4	4	-2.3	1
O=C(CNC(=O)c1ccco1)OCc1ccc(C(=O)c2ccccc2)cc1	-6	0	-1	-4	-1	1	8	-4	0.1	2
COc1cc(OC)cc(-c2c(Sc3ccccc3)c3cc(-c4ccc(OC)c(OC)c4)ccc3n2C)c1	·	14	16	1	-4	-1	0	10	19*	-1
CC(C)CCNC(=O)Cn1c(=O)oc2cc(S(=O)(=O)N3CCc4ccccc43)ccc21	-3	1	2	4	-11	-5	10	11	-1.1	-1
O=C(N/N=C/c1c(Cl)[nH]c2ccccc12)c1sc2ccccc2c1Cl	-47	-4	-3	3	-7	1	7	36*	-1.5	-2
Cc1ccc(O)c(NC(=O)c2cc3nc4c(c(C(F)(F)F)n3n2)CCc2ccccc2-4)c1	6	2	2	-3	7	3	2	9	2.1	-3
O=C(NO)c1ccc(C(=O)N(C2CCCCC2)C2CCCCC2)cc1	13	8	-2	-5	11	-2	-3	-5	-0.7	-1
O=S(=O)(CCc1ccccc1)N1CCOCC1	-1	-7	2	-3	-10	3	1	3	3.0	8
O=C(CSC1=Nc2ccccc2C2CC=NN12)Nc1ccc(F)c(F)c1F (stereo unspecified)	2	18*	-1	1	4	22*	4	5	1.6	-2
Cc1ccc(S(=O)(=O)N(C)/N=C2/C(=O)N(CC(=O)O)c3ccccc32)cc1	1	3	-1	4	-7	19	-13	6	0.6	2
CN(C(=O)COC(=O)Cc1c[nH]c2ccccc12)c1c(N)n(Cc2ccccc2)c(=O)[nH]c1=O	0	-2	-1	-2	9	3	-12	3	-0.3	-6

These rows are one share of the data; rates above refer to the full screens.
